Screening results: PubChem BioAssay, Vanderbilt High Throughput Screening Facility
Cav3 T inh: blocks human Cav3.2 T-type calcium channel | O95180 | Cav3.2-expressing cells, Fluo-4 calcium fluorescence FDSS; hits give low values | AID 449739 | actives 4% (n = 100,000) | B-score at 10 µM;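 active means single-dose well whose peak fluorescence ratio is a statistical outlier from its plate by either plate-standardised score or position-corrected B-score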
Target sequence (O95180 whole entry, looked up): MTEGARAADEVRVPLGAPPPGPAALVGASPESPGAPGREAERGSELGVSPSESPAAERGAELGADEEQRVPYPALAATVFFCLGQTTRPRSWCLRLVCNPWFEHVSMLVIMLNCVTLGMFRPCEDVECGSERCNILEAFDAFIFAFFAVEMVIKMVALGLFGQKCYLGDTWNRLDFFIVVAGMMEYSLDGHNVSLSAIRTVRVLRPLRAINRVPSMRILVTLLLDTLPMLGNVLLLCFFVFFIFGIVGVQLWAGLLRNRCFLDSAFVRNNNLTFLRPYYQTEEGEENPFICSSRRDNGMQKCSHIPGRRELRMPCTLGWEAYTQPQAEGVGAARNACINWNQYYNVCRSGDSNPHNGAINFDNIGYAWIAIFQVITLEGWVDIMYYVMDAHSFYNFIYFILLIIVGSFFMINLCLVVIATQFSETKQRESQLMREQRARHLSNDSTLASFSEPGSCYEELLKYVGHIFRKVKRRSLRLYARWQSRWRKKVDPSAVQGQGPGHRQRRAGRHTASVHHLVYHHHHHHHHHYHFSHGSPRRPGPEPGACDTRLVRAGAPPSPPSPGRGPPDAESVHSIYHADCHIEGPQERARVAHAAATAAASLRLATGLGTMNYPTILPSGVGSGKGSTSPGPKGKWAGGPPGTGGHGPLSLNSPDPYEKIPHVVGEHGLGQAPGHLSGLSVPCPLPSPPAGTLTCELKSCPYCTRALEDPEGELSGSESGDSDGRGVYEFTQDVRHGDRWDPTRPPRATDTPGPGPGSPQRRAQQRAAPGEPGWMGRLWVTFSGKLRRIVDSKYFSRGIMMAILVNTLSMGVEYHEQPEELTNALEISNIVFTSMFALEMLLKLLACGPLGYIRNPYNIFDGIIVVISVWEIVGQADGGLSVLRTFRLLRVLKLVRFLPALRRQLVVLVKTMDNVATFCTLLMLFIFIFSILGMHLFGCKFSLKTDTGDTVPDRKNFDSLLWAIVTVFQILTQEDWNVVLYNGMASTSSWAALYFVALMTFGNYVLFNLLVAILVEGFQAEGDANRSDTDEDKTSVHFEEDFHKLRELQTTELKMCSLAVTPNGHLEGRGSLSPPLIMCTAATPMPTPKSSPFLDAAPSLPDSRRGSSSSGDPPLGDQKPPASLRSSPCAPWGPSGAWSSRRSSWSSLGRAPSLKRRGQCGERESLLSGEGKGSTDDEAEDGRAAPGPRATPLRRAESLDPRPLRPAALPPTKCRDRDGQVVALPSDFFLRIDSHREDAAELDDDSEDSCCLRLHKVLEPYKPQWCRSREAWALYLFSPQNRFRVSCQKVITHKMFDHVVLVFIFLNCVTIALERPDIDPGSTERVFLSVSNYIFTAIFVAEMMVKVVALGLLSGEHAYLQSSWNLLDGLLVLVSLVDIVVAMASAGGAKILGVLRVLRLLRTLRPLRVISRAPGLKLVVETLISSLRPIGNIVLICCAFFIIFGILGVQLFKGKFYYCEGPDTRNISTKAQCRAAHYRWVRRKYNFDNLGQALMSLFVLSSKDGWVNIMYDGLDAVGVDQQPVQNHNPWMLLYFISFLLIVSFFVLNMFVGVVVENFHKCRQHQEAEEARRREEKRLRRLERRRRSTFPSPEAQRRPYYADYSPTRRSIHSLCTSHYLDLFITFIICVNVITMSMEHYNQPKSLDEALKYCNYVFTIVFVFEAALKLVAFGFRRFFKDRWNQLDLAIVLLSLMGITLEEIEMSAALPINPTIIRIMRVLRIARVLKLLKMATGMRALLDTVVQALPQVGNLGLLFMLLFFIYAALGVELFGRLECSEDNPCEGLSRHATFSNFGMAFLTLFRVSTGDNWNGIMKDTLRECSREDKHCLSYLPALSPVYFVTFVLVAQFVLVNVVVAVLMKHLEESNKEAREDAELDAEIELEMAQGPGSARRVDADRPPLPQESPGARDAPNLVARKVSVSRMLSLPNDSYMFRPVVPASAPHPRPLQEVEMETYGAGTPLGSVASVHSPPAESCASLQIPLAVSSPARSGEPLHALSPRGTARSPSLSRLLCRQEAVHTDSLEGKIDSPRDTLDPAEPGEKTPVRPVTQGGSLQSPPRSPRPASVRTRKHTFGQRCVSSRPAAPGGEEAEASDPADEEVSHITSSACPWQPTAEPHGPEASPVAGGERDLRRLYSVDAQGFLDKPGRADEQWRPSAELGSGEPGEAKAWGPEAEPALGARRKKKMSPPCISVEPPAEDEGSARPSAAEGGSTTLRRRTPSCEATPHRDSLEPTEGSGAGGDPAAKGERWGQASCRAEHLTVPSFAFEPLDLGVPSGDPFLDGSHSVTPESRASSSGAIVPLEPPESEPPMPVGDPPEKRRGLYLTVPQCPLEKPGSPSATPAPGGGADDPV
Numbers without * were called inactive. These rows are one share of the data; count on the stated rates, not on these rows.

SMILES | Cav3 T inh
CCCCCn1c(SCc2ccncc2)nc2cc(C(=O)NCc3ccco3)ccc2c1=O | -4.2*
CC1=C(C(=O)OCc2ccccc2)C(c2ccc([N+](=O)[O-])cc2)NC(=O)N1CCCCCC(=O)O (stereo unspecified) | 0.43
COc1ccc2cc3cc(C(=O)NCc4ccco4)oc3nc2c1 | 1.9
O=C(NCc1n[nH]c(=S)n1-c1ccccc1)c1ccco1 | -0.015
Cc1cc(=O)oc(C)c1C(=O)Nc1cnc2ccccc2c1 | -0.71
C=CCOc1ccc(C(=O)NC2CCCCC2)cc1 | -0.4
Cc1cc(C)n2nc(SC(C)C(=O)NCc3ccco3)nc2n1 (stereo unspecified) | -0.4
COCCn1c(=S)[nH]c2ccc(N(C)C)cc2c1=O | -0.21
CCOc1c2ccoc2nc2c(OC)c(OC)ccc12 | -0.22
CNc1oc(Cc2ccccc2)nc1S(=O)(=O)c1ccc(Cl)cc1 | -0.49
Cc1c(C(=O)N2CCCCCC2)nnn1-c1nonc1N | -1.1
O=C(c1ccc2c(c1)OCO2)N1CCC2(CC1)Oc1ccc(F)cc1C(=O)C21CC(c2ccccc2)=NO1 (stereo unspecified) | -1.2
COc1ccc(CCNC(=O)C2CC(c3ccccc3C(F)(F)F)=NO2)cc1 (stereo unspecified) | -0.47
CCOc1ccccc1OCCn1nnc2ccccc21 | 0.11
CCOC(=O)C(/C(N)=N/C(=O)Nc1ccccc1)=C(\C)O | -0.93
Cc1ccc(-c2[nH]nc(N)c2N=Nc2cccc(Cl)c2C)cc1 | 0.6
C/C=C\C=C\C(=O)N1CC2(CC(c3cccc(NC(=O)CC(c4ccccc4)c4ccccc4)c3)=NO2)C[C@H]1C(N)=O (stereo partly specified) | -0.047
CCOc1ccc(OCC)c(NC(=O)CN2CCN(CC)CC2)c1 | 1.4
CCN1CCN(C(=O)c2cn(CC)c3ccc(S(=O)(=O)N(C)C)cc3c2=O)CC1 | 0.52
O=S(=O)(c1ccc(Cl)s1)N1CCC(Cc2ccccc2)CC1 | -1.6
Cc1cc(N2C(=O)C(O)=C(C(=O)c3ccc(C)o3)C2c2cccs2)no1 (stereo unspecified) | -0.054
O=C(CN1CCCC1)Nc1ccc(-c2nc3cc(NC(=O)CN4CCCC4)ccc3o2)cc1 | 0.84
COP(=O)(/C=C/c1ccccc1)C(O)c1ccc(F)cc1 (stereo unspecified) | -0.41
O=C(O)CSc1nnc(-c2ccco2)o1 | 0.32
CCNc1cc2oc(=O)c(CN3CCOCC3)c(C)c2cc1C | -0.6
Nc1[nH]n(-c2ccccc2)c(=O)c1N=Nc1ccccc1[N+](=O)[O-] | 0.029
COCCn1c(-c2ccc(OC)cc2)nc2ccccc21 | 0.76
CCNC(=O)CN1C(=O)NC(CCc2ccccc2)C1=O (stereo unspecified) | 0.36
CCOC(=O)C1=C(C)N(C)C(=O)NC1c1c(C)nn(-c2ccc(C)cc2)c1Cl (stereo unspecified) | -1.9
O=C(CSCc1c(F)cccc1Cl)NCc1ccco1 | -1.2
Cn1c(SCC(=O)NC2CC2)nnc1-c1cccc(NC(=O)c2ccccc2F)c1 | 0.9
Cc1cc(C)c2cc(C#N)c(N3CCCC3)nc2c1 | -0.027
CCOC(=O)c1ccc(NC(=O)c2ccc(CN3CCOCC3)cc2)cc1 | 0.22
COCCCn1c(Cc2csc(Nc3ccc(F)cc3)n2)nnc1SCC(N)=O | -2.5
Cn1c(=N)n(CC(O)c2ccccc2)c2ccccc21 (stereo unspecified) | 0.14
CCSc1nnc2n(N)c(=O)c3ccccc3n12 | 0.71
O=S(=O)(CCOc1ccccc1)c1nc2ccccc2[nH]1 | 1.8
O=C(COC(=O)c1ccc2ccccc2n1)Nc1ncc(C(F)(F)F)cc1Cl | -0.14
CNc1nc(Oc2ccccc2C(=O)OC)nc(SC)n1 | 0.3
C=CCn1c(N)c(C(=O)NCc2cccnc2)sc1=S | -0.045

Molecules from the list above with a CF3 group:
SMILES | Cav3 T inh
COc1ccc(CCNC(=O)C2CC(c3ccccc3C(F)(F)F)=NO2)cc1 (stereo unspecified) | -0.47
O=C(COC(=O)c1ccc2ccccc2n1)Nc1ncc(C(F)(F)F)cc1Cl | -0.14

The results go on:
SMILES | Cav3 T inh
COc1ccc(C(=O)NC(CC(C)C)C(=O)O)cc1OC (stereo unspecified) | 0.47
CC(C)(C)NC(=O)C(c1ccsc1)N(CCc1ccccc1)C(=O)Cn1nnc2ccccc21 (stereo unspecified) | -0.067
Cc1ccc(C2=NOC(C)(c3nnc(-c4ccncc4)o3)C2)cc1 (stereo unspecified) | 0.0093
Cc1ccc(Oc2cc(N3CCOCC3)nc(-c3ccccc3)n2)cc1 | 1
CCOc1ccc(Cl)cc1S(=O)(=O)n1nnc2ccccc21 | -3.3
Cc1cc(SCCC(=O)O)nc2ccccc12 | -0.0026
NC(=O)CC(NC(=O)Cc1ccc(Br)cc1)c1ccc(NCCOc2ccccc2)c([N+](=O)[O-])c1 (stereo unspecified) | 0.4
COc1ccc(CNC(=O)c2cccnc2Sc2ccc(Cl)cc2)cc1 | -1
O=C(Nc1ccc(CN2CCOCC2)cc1)c1cc2ccccn2n1 | -0.062
COC(=O)CNC(=O)CN1c2cccc3cccc(c23)S1(=O)=O | 0.17

Some of the entries so far, as tab-separated lines:
compound	Cav3 T inh
Cc1ccc(C2=NOC(C)(c3nnc(-c4ccncc4)o3)C2)cc1 (stereo unspecified)	0.0093
CCOC(=O)C1=C(C)N(C)C(=O)NC1c1c(C)nn(-c2ccc(C)cc2)c1Cl (stereo unspecified)	-1.9

More records
SMILES | Cav3 T inh
Cc1ccc(-c2noc(CSc3nnc(CCc4ccccc4)n3-c3ccccc3)n2)cc1 | -4.2
CC(C)[C@H](NC(=O)Nc1ccc(S(N)(=O)=O)cc1)C(=O)O | 0.27
O=C(Nn1c(=O)[nH]c2ccccc2c1=O)c1ccco1 | 0.38
O=C(NC1CCCCCC1)C1c2ccccc2C(=O)N1C1CC1 (stereo unspecified) | 0.68
O=C(O)c1ccc(N2CCCCC2)cc1 | -0.12
Cc1c(C(=O)NCC2COc3ccccc3O2)oc2ccc(S(=O)(=O)N3CC(C)CC(C)C3)cc12 (stereo unspecified) | -3.9*
C#CCOCCOCCOCCNc1nc(N2CCOCC2)nc(N2CCN(C(=O)[C@H](Cc3cc4ccccc4[nH]3)n3cc([C@@H](N)CC(C)C)nn3)CC2)n1 | 1.1
O=C(Cn1cc([N+](=O)[O-])cn1)Nc1ccn(Cc2c(F)c(F)c(F)c(F)c2F)n1 | 0.63
COc1ccc(C(=O)CSc2cc(C)nc(SCC(=O)c3ccc(C)cc3)n2)cc1 | 0.59
CCO[C@H]1OC(C(=O)NCc2nc3ccccc3[nH]2)=C[C@@H](C2CC2)[C@@H]1CCCO | 0.13
COc1ccc(C(C(=O)OC(C)CN(C)C)c2ccccc2)cc1 (stereo unspecified) | 0.65
CC(=O)Nc1ccc(C(=O)NC2CCCC2)cc1 | -1.1
CN1CCN(CC(=O)O)CC1 | 0.095
CCn1nnc(-c2ccccc2NS(=O)(=O)c2ccc(S(=O)(=O)N(C)C3CCCCC3)cc2)n1 | -0.42
CC1CC(C)(C)N(C(=O)CSc2ccc(-c3ccc(F)cc3)nn2)c2ccccc21 (stereo unspecified) | -2.3
C/C=C/c1ccccc1OCc1ccc(C(=O)OC)o1 | -0.73
Cn1c(-c2ccccc2)c(CCO)c2ccccc21 | -3.2
c1coc(-c2nc3nc4ccccc4n3nc2-c2ccco2)c1 | 0.21
N#Cc1ccccc1CN1C(=O)S/C(=C/c2cccn2-c2ccc(C(=O)O)cc2)C1=O | 2.8
CCOc1cccc(NC(=O)C2CC(=O)NC(=Nc3ccccc3)S2)c1 (stereo unspecified) | -4.9*
Cc1cc(C)n(CCc2nc3c4ccccc4n(CC#N)c(=O)n3n2)n1 | -0.16
Cc1c(NC(=O)C2CCCNC2=O)c(=O)n(-c2ccccc2)n1C (stereo unspecified) | 0.41
COC1(OC)C=CC(=O)C=C1NC(=O)c1ccccc1OC(C)=O | 0.74
Cc1cc2c(cc1C)N(CC(=O)N1CCCC1)C(=O)CC(c1ccccc1)=N2 | -0.021
O=C(CN1CCC(O)(c2ccc(F)cc2)CC1)NCc1ccc(F)cc1 | 0.57
NC(=O)c1cc(N2C(=O)C=CC2=O)ccc1Cl | 1.2
CCCN(CC(=O)Nc1c(C)cccc1CC)C(=O)SCC | -0.92
O=C(CCCC(=O)OCC(F)(F)C(F)F)Nc1nccs1 | 1.2
Cc1cc(Cn2ccnc2)c(C)cc1Cn1ccnc1 | 1.1
COc1ccc(-c2c(C#N)c(N)nc3c2CCCC3)cc1OC | 1.4
CCn1c(CNC(=O)COc2ccc(C(C)C)cc2)nnc1SCC(=O)Nc1cc(F)ccc1C | -2.4
CNC(=O)[C@@H]1C[C@H]1[C@@H](NC(=O)CNC(=O)OCc1ccccc1)c1ccccc1 | 1.6
CC(C)CC(NC(=O)OC(C)(C)C)C(=O)NC(C(=O)N1CCCC1C(N)=O)C(C)C (stereo unspecified) | -0.008
CCOC(=O)c1ccc(NC(=O)COc2cc(=O)n(CC)c3ccccc23)cc1 | 0.69
O=C1C2CC=C(Cl)CC2C(=O)N1CN(Cc1ccco1)CN1C(=O)C2CC=C(Cl)CC2C1=O (stereo unspecified) | 0.29
O=C(NCc1ccccc1)C1=C[C@@H](c2ccc3c(c2)OCO3)C[C@@H](OCc2ccc(CO)cc2)O1 | -0.96
COc1ccc(C(=O)NCc2nnc(SCC(=O)Nc3cccc(C(F)(F)F)c3)o2)cc1OC | -0.4
Cc1onc(-c2ccccc2Cl)c1C(=O)OCC(=O)N1CCCc2ccccc21 | -7.4*
CCn1c(-c2ccccc2Cl)nn(CC(=O)Nc2ccccc2C)c1=S | 0.82
CN1CCN(C(c2ccc(F)cc2)c2nnnn2Cc2cccs2)CC1 (stereo unspecified) | 0.012

A few values from the entries so far:
Result for O=C(Nn1c(=O)[nH]c2ccccc2c1=O)c1ccco1 under Cav3 T inh: 0.38
Result for CCNC(=O)CN1C(=O)NC(CCc2ccccc2)C1=O (stereo unspecified) under Cav3 T inh: 0.36
Result for CCOc1ccc(Cl)cc1S(=O)(=O)n1nnc2ccccc21 under Cav3 T inh: -3.3

Next part.
SMILES | Cav3 T inh
C=CCN(CC(=O)NCc1ccc(OC)cc1)C(=O)c1csnn1 | -0.28
COc1ccc(S(=O)(=O)N(C)c2ccc(C(=O)N3CCOCC3)cc2)cc1 | 0.46
Cn1c(SCc2ccccn2)nnc1-c1ccncc1 | 1.5
NC(Cc1ccc2nsnc2c1)C(=O)O (stereo unspecified) | -0.21
CCOc1ccccc1NC(=S)N1C2CCC1CC(NC(=O)NC13CC4CC(CC(C4)C1)C3)C2 (stereo unspecified) | -0.98
CC1(C)Cc2nc3oc4c(=S)nc[nH]c4c3cc2CO1 | 3.3
COc1cccc(CNCCNC(=O)c2nonc2N)c1 | -0.0099
N#CCCN(Cc1cccnc1)C(=O)Nc1ccccc1 | 0.074
Cc1ccc2nc(NC(=O)c3ccc(Cn4cc(Cl)cn4)o3)sc2c1 | 0.015
COc1ccc(NC(=O)CC2Oc3ccccc3NC2=O)cc1 (stereo unspecified) | -0.18

By substructure, the entries above with a cyano group
SMILES | Cav3 T inh
Cc1cc(C)c2cc(C#N)c(N3CCCC3)nc2c1 | -0.027
N#Cc1ccccc1CN1C(=O)S/C(=C/c2cccn2-c2ccc(C(=O)O)cc2)C1=O | 2.8
Cc1cc(C)n(CCc2nc3c4ccccc4n(CC#N)c(=O)n3n2)n1 | -0.16
COc1ccc(-c2c(C#N)c(N)nc3c2CCCC3)cc1OC | 1.4
N#CCCN(Cc1cccnc1)C(=O)Nc1ccccc1 | 0.074

(further entries)
SMILES | Cav3 T inh
CSc1nnc(-c2ccccc2N=Cc2c(C)[nH]n(-c3ccccc3)c2=O)c(=O)[nH]1 | 0.13
CCOc1cccc(-c2nnc3sc(COc4ccc(Cl)cc4)nn23)c1 | -0.12
N#Cc1cn(-c2ccccc2)nc1C(=O)c1ccccc1 | -0.2
COc1ccc(NC(=O)c2ccco2)c(OC)c1 | 1.1
C=CCNc1nc(Nc2ccc(OC)cc2)nc(OC)n1 | -1
CCOC(=O)Cc1cc(=O)n2[nH]c(-c3ccccc3)cc2n1 | 0.26
COC(=O)CC1COc2ccccc2N1C(=O)c1ccc(Cl)cc1 (stereo unspecified) | -1.1
O=C(COC(=O)c1ccc2c(c1)OCCO2)Nc1cc(Cl)ccc1Cl | 0.51
Cc1ccc(F)cc1NC(=O)Cc1nn(C)c(=O)c2ccccc12 | 1.5
O=C(CCCOc1ccccc1)N1CCN(S(=O)(=O)c2cccs2)CC1 | -0.0039
CCCn1cc(NC(=O)c2cc3n(n2)C(C(F)(F)F)CC(c2ccccc2)N3)cn1 (stereo unspecified) | 0.15
CCCC[C@@H]1C[C@H]1[C@@H](NC(=O)c1cccs1)c1ccc(Cl)cc1 | -1.6
Cc1onc(-c2c(F)cccc2Cl)c1C(=O)N1CCc2ccccc2C1 | -1.1
COc1ccc(O)c(/C=c2/sc3nc4cc(C)c(C)cc4n3c2=O)c1 | -0.74
CC(C)(C)C(=O)Nc1ccccc1C(=O)Nc1cccnc1 | -0.15
CC(C)Sc1nc2ccccc2n1CC(N)=O | 0.45
COc1ccccc1N1C(=O)CC(Sc2nccc(C)n2)C1=O (stereo unspecified) | 0.019
CC1CCC2(CC1)Nc1ccccc1C(=O)N2c1ccccc1 (stereo unspecified) | -0.73
COc1ccc(CC(NC(C)=O)C(=O)NC2CCN(C(=O)Nc3ccc(Cl)cc3)CC2)cc1OC (stereo unspecified) | 0.86
O=C(Cc1ccccc1)Nc1nnc(-c2cccs2)s1 | 0.27
O=C(CN1CCC(c2nc3ccccc3[nH]2)CC1)Nc1ccc2c(c1)OCO2 | 0.41
Cc1ccc(C(=O)N/N=C2\SCC(=O)N2c2cc(C)ccc2C)cc1 | -1.4
Cc1ccc(-c2csc3ncnc(OCC(=O)NC(=O)NCc4ccco4)c23)cc1 | -2.1
O=S(=O)(O/N=C1\CCCc2ccccc21)c1ccccc1 | -0.052
COc1ccc(C(=O)c2c(-c3ccc(OC)cc3)oc3ccc(-c4cc(OC)c(OC)c(OC)c4)cc23)cc1 | -2.6
COC(=O)C(C)Sc1nc2c(cnn2-c2ccccc2)c(=O)[nH]1 (stereo unspecified) | 0.39
